Assay outcomes: PubChem BioAssay, National Center for Advancing Translational Sciences (NCATS)
TSHR antagonist – blocks TSH signaling through the human TSH receptor; TSHR-expressing cells, TSH-stimulated cAMP HTRF, 2 h; stronger effect = lower value; P16473; AID 504810; activity change, negative = inhibition, % at 11.5 µM; actives 0.2% (n = 330,000);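 active means activity change below a set negative limit, meaning inhibition stronger than a set level, cut at about -70% in these data; inconclusive means activity change between two set negative limits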; further: on the % scale 0 is the no-effect control and ±100 the full control effect
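Cell-based HTRF cAMP assay; TSHR cells + compound, TSH EC80 (4nM final), 2 h, 37 deg C. Lysis with anti-cAMP cryptate and cAMP-d2, 30 min RT, read 665/620 nm.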
a7 integrin act – integrin-mediated muscular dystrophy alleviation activation; Potency, µM (highest dose often 38.3 µM), for inactives: at the top dose activation, hits mostly activators; alpha7betagal myoblasts, beta-gal FDG fluorescence, 48 h; actives 0.064% (n = 350,000);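 further: potency means the concentration at half of the fitted maximal effect; 100% = response of the positive control SU9516; nearly all actives have a fitted effect of over 60% in size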
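Alpha7betagal+/- myoblasts (passage 13) were plated 16-24 hr, then exposed to compounds (1:260 dilution of DMSO stock) for 48 hours at 37C. After MPER lysis, β-galactosidase reporter activity was read as FDG fluorescence (ex 480/em 540) after 30 minutes.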
AT treatment – candidate therapy for ataxia-telangiectasia; AID 485349; Potency, µM (top dose mostly 57.5 µM), inactives show at the top dose activation, usual class: activators; […] A-T fibroblasts, KAP-1 phosphorylation AlphaLISA; neocarzinostatin DNA damage 30 min before lysis; actives 0.19% (n = 320,000); further: potency means the concentration at half of the fitted maximal effect; % of control where 0% means no effect; nearly all actives have a fitted effect of over 45% in size
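hTERT-immortalized A-T patient fibroblasts ([…]), 500 cells/well in OPTI-MEM, 1% FBS, got compounds for 60 min, then NCS for 30 min at 37C. Lysates were then assayed for phospho-KAP-1 by AlphaLISA (anti-pKAP1 donor, anti-KAP1 acceptor beads), 6 hr at 25C.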
TCR act – T cell receptor activation. Potency, µM (titrated, usually from 9.22 µM), for the others: top-dose activation of IL-2 secretion, most hits filed as activators. primary human leukocytes, anti-CD3, IL-2 HTRF, 48 h. AID 504894. 330,000 tested, under 10 active; further: % of control where 0% means no effect
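48 hr co-incubation of compounds, a-CD3 beads and primary human leukocytes; IL-2 quantified homogeneously by HTRF with anti-IL-2 K and d2 conjugates.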
Mito fusion act – inhibitors of mitochondrial division or activators of mitochondrial fusion; S. cerevisiae fusion-defective mutant growth rescue, CellTiterGlo 48 h; Potency, µM (series often up to 46.1 µM), for the others: at the highest dose growth rescue (activation), hits mostly activators; actives 0.23% (n = 320,000); AID 485298;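 further: potency means the concentration at half of the fitted maximal effect; % of control where 0% means no effect; nearly all actives have a fitted effect of over 45% in size; temperature-sensitive fusion mutants such as fzo1-1 at 37 °C on non-fermentable ethanol glycerol medium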
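Temperature-sensitive fusion-defective S. cerevisiae (e.g. fzo1-1, mgm1-5) were grown with compound in YPEG medium (3% ethanol, 3% glycerol) for 48 hours at 37C. Growth rescue was measured as viability by CellTiterGlo luminescence after 10 minutes at ambient.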
PTAP TSG101 blk – blocks PTAP/TSG101 interaction to inhibit HIV-1 budding; Fluorescence polarization, FITC-PTAP peptide / Tsg101 binding; Potency, µM (titrated, usually from 115 µM), for the others: at the highest dose activity change, negative = inhibition, most hits filed as inhibitors; Q99816; 340,000 tested, under 10 active; active means well fitted inhibition curve with a large enough effect in the main read-out, with a control signal flat, not every such curve was filed as active; inconclusive means small, poorly fitted or top-dose-only effect, or effect the other way, or a change in a side signal; inactive means no such curve, though single readings can be large or run the other way; further: potency means the concentration at half of the fitted maximal effect; % of control where 0% means no effect
Target sequence (Q99816 whole entry, looked up): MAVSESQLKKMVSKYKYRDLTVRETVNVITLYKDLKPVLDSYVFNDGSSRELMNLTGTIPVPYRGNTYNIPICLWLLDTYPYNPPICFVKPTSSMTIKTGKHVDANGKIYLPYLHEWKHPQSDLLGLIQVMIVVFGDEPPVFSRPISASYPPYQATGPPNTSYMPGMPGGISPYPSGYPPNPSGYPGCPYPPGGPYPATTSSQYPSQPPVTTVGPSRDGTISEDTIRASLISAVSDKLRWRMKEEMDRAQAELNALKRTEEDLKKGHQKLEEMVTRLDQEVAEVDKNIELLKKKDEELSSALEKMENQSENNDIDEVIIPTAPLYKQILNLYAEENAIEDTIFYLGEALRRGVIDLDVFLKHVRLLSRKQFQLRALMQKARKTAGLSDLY
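Fluorescence anisotropy tracks displacement of a FITC-tagged PTAP peptide (50 nM) from the Tsg101 binding domain (10 uM), following a 20 min room-temperature incubation at pH 7.5.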
Eya2 inh – inhibitors of human Eya2 phosphatase activity. O00167. recombinant Eya2, OMFP fluorescence dephosphorylation (OMFP is methylfluorescein phosphate). AID 488837. Potency, µM (series often up to 76.9 µM), for inactives: top-dose activity, negative = inhibition, usual class: inhibitors. actives 0.006% (n = 330,000); further: potency means the concentration at half of the fitted maximal effect; on the % scale 0 is the no-effect control and ±100 the full control effect
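Eya2 (0.2 uM) preincubated 10 min at ambient with compound, then OMFP substrate added at 50 uM; 10 min reaction in 50 mM HEPES pH 7.5, 50 mM NaCl, 5 uM MgCl2, 0.05% BSA, 1 mM DTT. Fluorescence read at Ex 485/Em 525 nm.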
S-ASM inh – human S-ASM enzyme inhibition | actives 0.006% (n = 340,000) | Potency, µM (top dose mostly 57.5 µM), inactives show at the top dose activity change, negative = inhibition, actives largely listed as inhibitors | placental ASM, HMU-PC fluorogenic substrate, 60 min | P17405; further: potency means the concentration at half of the fitted maximal effect
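HMU-PC0 cleavage (9 uM final) by human placental ASM, 60 min at 37 °C following 10 min compound exposure at RT; stopped at pH 10, fluorescence Ex 386/Em 447 nm.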
ELG1 DNA repair – blocks ELG1-dependent DNA repair in HEK293T cells | HEK293T ELG1-luciferase reporter, luminescence, 16 h; DNA damage induced by 5-fluorouridine | Potency, µM (highest dose often 46.1 µM), without a hit: top-dose activity change, negative = inhibition, usual class: inhibitors | actives 2.3% (n = 330,000) | AID 504467; further: potency means the concentration at half of the fitted maximal effect; on the % scale 0 is the no-effect control and ±100 the full control effect; nearly all actives have a fitted effect of over 55% in size
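DMSO vehicle served as the neutral condition. Each well held 2,000 cells given 5-fluorouridine plus compound; after 16 hr at 37 °C/5% CO2, ONE-Glo was added and luciferase measured 30 min later.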
Chronic BCR inh – blocks chronic active B-cell receptor signaling; Potency, µM (series often up to 46.1 µM), for the others: at the highest dose ratio change, negative = lower green/red ratio, actives largely listed as inhibitors; actives 0.05% (n = 340,000); ABC-DLBCL IkBa-CBG/CBR reporter, luminescence ratio, 4 h; active means well fitted inhibition curve with a large enough effect in the signal ratio, with a control signal flat, not every such curve was filed as active; inconclusive means small, poorly fitted or top-dose-only effect, or effect the other way, or a change in a side signal; the % refers to the signal ratio;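 further: potency means the concentration at half of the fitted maximal effect; plate controls were basal doxycycline-induced cells for no effect and cells given 10 µM MG132 for full effect; MG132 reads +100%, hits lower the ratio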
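Compounds up to 46 uM were incubated four hours with TMD8 cells whose green CBG68 luciferase is fused to IkappaBalpha; red CBR luminescence normalised the signal, and concentration-effect curves were fitted to fusion, red and ratio data.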
Tb PFK block – inhibitors of T. brucei phosphofructokinase; O15648; Potency, µM (titrated, usually from 57.5 µM), inactives show top-dose activity, negative = inhibition, usual class: inhibitors; actives 0.17% (n = 330,000); T. brucei PFK, ADP-Glo luminescence; AID 485367;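 further: potency means the concentration at half of the fitted maximal effect; 0% = uninhibited 1x PFK enzyme wells and -100% = no-enzyme wells; nearly all actives have a fitted effect of over 60% in size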
Target sequence (O15648 whole entry, looked up): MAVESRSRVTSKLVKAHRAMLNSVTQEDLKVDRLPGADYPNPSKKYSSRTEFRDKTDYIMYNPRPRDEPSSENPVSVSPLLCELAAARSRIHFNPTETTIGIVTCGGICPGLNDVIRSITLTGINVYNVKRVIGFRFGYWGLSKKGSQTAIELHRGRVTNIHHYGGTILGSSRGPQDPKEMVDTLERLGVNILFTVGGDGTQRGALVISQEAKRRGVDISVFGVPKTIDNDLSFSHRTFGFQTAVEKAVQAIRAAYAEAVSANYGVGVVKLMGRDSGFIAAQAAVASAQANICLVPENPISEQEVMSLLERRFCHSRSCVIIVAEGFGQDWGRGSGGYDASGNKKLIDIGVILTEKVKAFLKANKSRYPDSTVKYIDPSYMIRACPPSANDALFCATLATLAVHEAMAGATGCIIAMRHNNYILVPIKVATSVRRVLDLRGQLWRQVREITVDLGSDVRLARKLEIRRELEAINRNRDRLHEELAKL
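Compounds were pin-transferred as a titration series up to 57 uM into substrate buffer (0.5 mM F6P, 0.1 mM ATP, pH 8.0), then 1.25 nM PFK was added and reactions ran 45 min before ADP-Glo detection.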
* = called active by the depositor; ? = inconclusive; . = not tested or not shown; [ ] = another dose, or the depositor's remark. Unless noted, the call rests on the fitted dose curve; in most records, active means well fitted curve in the direction sought with a large enough effect; inconclusive means small, poorly fitted or top-dose-only effect, or another doubt; inactive means no such curve, though single readings can be large; an effect the other way counts as inactive or inconclusive.

SMILES | TSHR antagonist | a7 integrin act | AT treatment | TCR act | Mito fusion act | PTAP TSG101 blk | Eya2 inh | S-ASM inh | ELG1 DNA repair | Chronic BCR inh | Tb PFK block
COC(=O)c1cn(C(=O)c2ccc(Cl)cc2)c2ccccc12 | -2 | 25% | 3% | -4% | -5% | 0% | -3% | -7% | 12% | ? | 0%
CCc1cc(C(c2ccncc2)N2CCN(C)CC2)c(NC(=O)c2ccccc2)s1 (configuration not stated) | 7 | -21% | 0% | 1%[46.1 µM] | . | 0% | -1% | 5% | -24% | ? | -3%
O=C(CN1CCC(n2nnc3cc(F)ccc32)CC1)NCc1ccco1 | 5 | 20% | 12% | -8% | 1% | -7% | 13% | 5% | -16% | -7% | -4%
CC1(C)C2CC=C(/C=N/NC(=O)C(N)=O)C1C2 (configuration not stated) | 4 | -6% | -11% | 4% | -3% | -2% | 5% | 5% | 17% | -5% | -1%
O=C(OCc1cc2ccccc2[nH]c1=O)c1cccs1 | -7 | 0% | 7% | -1%[46.1 µM] | 1% | -1% | -1% | -1% | 0% | 1% | -9%
N#Cc1sc(NCc2ccccn2)nc1Cl | -11 | 24% | -14% | -1% | 4% | -4% | 3% | 4% | 12% | ? | ?
Cc1cc(Cl)ccc1OCC(=O)N1CCCN(C(=O)COc2ccc(Cl)cc2C)CC1 | -13 | -25% | -3% | 2%[46.1 µM] | 19% | -2% | -13% | -12% | ? | ? | -7%
Cc1cccc(NC2SC(=O)NC2=O)c1 (configuration not stated) | -9 | -20% | ? | . | 3% | 0% | 3% | 2% | -19% | -3% | 10%
CC(Cl)c1cc(-c2ncc(C(F)(F)F)cc2Cl)no1 (configuration not stated) | -2 | 20% | 2% | -4% | 11% | -9% | 12% | -2% | -14% | 4% | -2%
CCOC(=O)CNC(=O)CSc1nnc(-c2ccc(OC)cc2)n1CC | 0 | 5% | -4% | 2%[46.1 µM] | -3% | 1% | -15% | -2% | -5% | 6% | -3%
Cc1cc(OCC(=O)N2CCOCC2)ccc1NC(=O)C1CCCCC1 | -11 | -19%[7.66 µM] | 0% | . | -2% | 0% | -3% | 3% | 5% | 0% | -3%
C(=C\c1ccccc1)/CSc1nnc(-c2cccnc2)n1Cc1ccco1 | -3 | -17% | 4% | -8% | 3% | -1% | -5% | 1% | -19% | -1% | -5%
COc1ccc(Cl)cc1S(=O)(=O)N1CCC(C(=O)N2CCOCC2)CC1 | 8 | 20% | 1% | 3% | 0% | -1% | 2% | -1% | -1% | -1% | -9%
COc1ccc(NC(=O)[C@H](C)NC(=O)[C@@H]2Cc3ccccc3CN2C(=O)OC(C)(C)C)cc1 | -5 | -6% | -4% | -4% | 0% | -3% | 0% | 0% | 3% | 1% | -6%
O=C(COC(=O)Cc1cccc(C(F)(F)F)c1)NC(=O)NC1CCCC1 | -10 | 14% | -4% | -34% | . | -2% | -18% | -3% | 13% | 1% | -1%
Cc1nn(-c2ccccc2)c(C)c1-c1nnc(C(F)(F)F)o1 | 4 | 0% | 7% | 0% | -4% | 1% | -16% | 0% | -6% | ? | -5%
Cc1cc(S(=O)(=O)NC2CCCCC2)ccc1-n1cnnn1 | 0 | -14% | -3% | 3% | -13% | -5% | -3% | -1% | 2% | -1% | -8%
Cc1nnsc1-c1nnc(SCC(=O)c2ccc(C#N)cc2)n1C1CC1 | -8 | 15% | 8% | 13% | 2% | 0% | 11% | 1% | 0% | ? | -2%
COc1ccc(CCNC(=O)c2ccccc2OCc2ccccc2)cc1 | -9 | -16% | 5% | 4% | -2% | 0% | 0% | -6% | ? | ? | 1%
CNC(=S)/N=C/NOCc1ccc(Cl)cc1Cl | -19 | -29% | 2% | -1% | -13% | -3% | -3% | -1% | 12µM* | 11% | -1%
Cc1ccc2nc(SCC(=O)N(CC(C)C)c3c(N)n(Cc4ccccc4)c(=O)[nH]c3=O)[nH]c2c1 | 20 | 0% | -8% | -5% | 2% | -2% | 6% | 0% | 0% | 9% | 2%
CC1CCN(C(=S)NC2CCCCC2)CC1 | 0 | -7% | 2% | -8% | -8% | -6% | 13% | 5% | 10% | -7% | 0%
O=C(Nc1cccc(F)c1)C1CCN(S(=O)(=O)c2cnc[nH]2)CC1 | -5 | 20% | -1% | 1% | 2% | -7% | 6% | 4% | 11% | 0% | 0%
COc1ccc(CCNC(=O)c2cc(C3CC3)on2)cc1OC | 3 | 25% | 0% | -9% | 0% | -7% | -7% | 2% | 0% | ? | 1%
O=C(CSc1nc(-c2ccccc2)nc2c1CCCC2)N1CCOCC1 | 51 | -11% | 9% | -5% | ? | -2% | 0% | 3% | ? | -3% | -3%

2 of the compounds above, as tab-separated lines.
molecule	TSHR antagonist	a7 integrin act	AT treatment	TCR act	Mito fusion act	PTAP TSG101 blk	Eya2 inh	S-ASM inh	ELG1 DNA repair	Chronic BCR inh	Tb PFK block
COC(=O)c1cn(C(=O)c2ccc(Cl)cc2)c2ccccc12	-2	25%	3%	-4%	-5%	0%	-3%	-7%	12%	?	0%
CCc1cc(C(c2ccncc2)N2CCN(C)CC2)c(NC(=O)c2ccccc2)s1 (configuration not stated)	7	-21%	0%	1%[46.1 µM]	.	0%	-1%	5%	-24%	?	-3%

Following part
SMILES | TSHR antagonist | a7 integrin act | AT treatment | TCR act | Mito fusion act | PTAP TSG101 blk | Eya2 inh | S-ASM inh | ELG1 DNA repair | Chronic BCR inh | Tb PFK block
CCN(CC)c1cccc(OC(=O)c2cccnc2Cl)c1 | -13 | 33% | -3% | 7% | -20% | -1% | -3% | -3% | 11% | -9% | -7%
COc1ccc(OCC(=O)Nc2ccc(N3CCOCC3)cc2)cc1 | -7 | 23% | 7% | 7% | 0% | -5% | 5% | 3% | -13% | -2% | -2%
CN(Cc1c(F)cccc1Cl)C(=O)C1=CC=CN2CCS(=O)(=O)N=C12 | 5 | -25% | -5% | -7% | . | 2% | -17% | 4% | ? | 0% | -1%
O=C(O)c1ccccc1-c1noc(-c2ccccc2F)n1 | 33 | . | -5% | . | 2% | . | -10% | . | . | ? | 2%
COc1ccc(-c2cc(C(F)(F)F)nc(SCC(=O)NCCCN3CCOCC3)n2)cc1 | -8 | ? | 0% | 0% | -3% | -5% | 4% | 1% | ? | 1% | 7%
CCN(C(=O)COC(=O)C1CCN(S(=O)(=O)c2ccc(C)c(C)c2)CC1)C1CCCCC1 | -3 | -13% | 3% | 3% | 22% | 0% | -13% | 2% | 5% | 5% | -5%
COC(=O)c1cc(NC(=O)c2cc(-c3ccccc3Cl)oc2C(F)(F)F)ccc1N1CCOCC1 | -3 | -14% | -18% | 3% | -4% | -8% | -13% | -29% | ? | 15% | 8%
Cc1nc2sc(C(=O)O)c(N)c2c2c1COC(C)(C)C2 | 1 | -9% | 11% | -4% | 1% | -2% | 8% | 7% | 0% | 0% | -5%
CCCCC(C(=O)NC(C)(C)C)N(Cc1ccco1)C(=O)c1snc(C(N)=O)c1N (configuration not stated) | 23 | -24% | 0% | -5% | 4% | -8% | 9% | 154%[activator] | ? | -3% | 0%
Cc1ccc(NC(=O)COC(=O)CCc2nc3ccccc3c(=O)[nH]2)c(Br)c1 | 13 | 22% | -3% | 3% | -1% | -3% | 15% | 3% | 0% | -4% | -2%
CC1CCN(C(=O)c2ccc(NC3=C(Cl)C(=O)N(Cc4ccccc4)C3=O)cc2)CC1 | -36 | -53%[inhibitor] | -8% | 3% | ? | 7% | 3% | -18% | 10µM* | 7% | -7%

Structures shown so far containing a cyano group:
SMILES | TSHR antagonist | a7 integrin act | AT treatment | TCR act | Mito fusion act | PTAP TSG101 blk | Eya2 inh | S-ASM inh | ELG1 DNA repair | Chronic BCR inh | Tb PFK block
N#Cc1sc(NCc2ccccn2)nc1Cl | -11 | 24% | -14% | -1% | 4% | -4% | 3% | 4% | 12% | ? | ?
Cc1nnsc1-c1nnc(SCC(=O)c2ccc(C#N)cc2)n1C1CC1 | -8 | 15% | 8% | 13% | 2% | 0% | 11% | 1% | 0% | ? | -2%
